Assay outcomes from PubChem.
AID2073 = inhibitors of Mint1-CaV2.2 protein interaction, biochemical, HTRF (AID 2073). Voltage-dependent N-type calcium channel subunit alpha-1B (Homo sapiens). HTRF protein-protein interaction, Mint1-CaV2.2; higher % means a stronger effect. inhibition, % at 20 µM; hits with a dose series show IC50 in µM. 0.19% of 290,000 active; in the data active = inhibition mostly above about 51%, no sharp cut-off; also: some results filed as inactive read as strong as hits
LYP inhibition = inhibitors of LYP phosphatase, biochemical, fluorescence intensity, uHTS (AID 1779). 0.054% of 290,000 active. inhibition, % at 11.5 µM; hits with a dose series show IC50 in µM. Tyrosine-protein phosphatase non-receptor type 22 (Homo sapiens). recombinant LYP phosphatase, fluorescence intensity; higher % means a stronger effect; in the data active = inhibition above about 50%;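 also: plate controls were vehicle with enzyme for no effect and no enzyme for full effect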
SIAH1 antagonists = Siah-1 peptide-binding antagonists, primary screen, biochemical, fluorescence polarization, rhodamine-plectin, uHTS (AID 1817); 0.02% of 290,000 active; one-dose displacement, % at 20 µM; IC50 in µM for titrated hits; Siah-1 / rhodamine-plectin peptide fluorescence polarization; higher % means a stronger effect; E3 ubiquitin-protein ligase SIAH1 (Homo sapiens);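 active = displacement of at least 50% at 20 µM, with a fluorescence ratio check between 0.3 and a set limit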;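 also: plate controls were Siah plus tracer with DMSO for no effect and tracer alone without Siah for full effect; strong numbers were not always called active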
* hit, by the source's call. Some of the compounds tested; rates above refer to the full screens.

SMILES	AID2073	LYP inhibition	SIAH1 antagonists
O=C1CCCN1CCCNS(=O)(=O)c1ccc(Br)s1	9%	-8%	7%
COc1ccc(C2(C(=O)NCCc3ccccc3)CCCC2)cc1OC	-3%	-3%	-4%
O=C(NCc1ccccn1)c1ccc(OC2CCN(Cc3cccs3)CC2)cc1	7%	-8%	2%
CCOc1ccc(N(C)C(=O)CCc2nnc3ccc(NCc4ccco4)nn23)cc1	14%	-7%	0%
CC(=O)Nc1cccc(NC(=O)CS(=O)(=O)c2cn(CC(=O)N3CCCC3)c3ccccc23)c1	1%	-7%	3%
CCc1ccc(-c2cc(C(=O)O)c3ccccc3n2)s1	43%	-12%	4%
O=C(CN(Cc1ccc(F)cc1)C(=O)CCC(=O)Nc1ccccn1)NCc1ccc(F)cc1	0%	-6%	6%
CN(C)CCCNS(=O)(=O)c1ccc(NC2CCCCCC2)c([N+](=O)[O-])c1	3%	4%	-2%
COc1ccccc1NC(=O)Cn1c(C)nc2c(sc(=S)n2Cc2ccco2)c1=O	-12%	-7%	0%
Cc1ccc(/C=C2\SC(=S)N(CCCC(=O)Nc3cccnc3)C2=O)cc1	12%	-8%	-2%
Cc1ccc2c(c1)NC(=O)C(CC(=O)Nc1ccc(Br)c(C)c1)O2 (configuration not stated)	28%	-11%	-1%
CC(=O)N1c2ccc(S(=O)(=O)N3CCCC3C(=O)NCc3ccccc3Cl)cc2CC1C (configuration not stated)	8%	-7%	12%
CCCCn1c(N)c(N(CCOC)C(=O)c2ccc3c(c2)C(=O)N(c2cc(C)ccc2C)C3=O)c(=O)[nH]c1=O	8%	-10%	4%
CC(C)N1CC(C(=O)Nc2ccc(C#N)cc2)CC1=O (configuration not stated)	13%	-5%	-3%
CCc1cccc2c(C(=O)C(NC(C)CC)c3ccccc3)c[nH]c12 (configuration not stated)	-2%	-12%	-5%
NC(=O)C1CC12c1ccccc1-c1ccccc12 (configuration not stated)	16%	-11%	-1%
COc1ccc(C)cc1Nc1nc(N)c2ccccc2n1	9%	-7%	-6%
O=C(CSc1nnc(CNC(=O)c2ccco2)o1)Nc1cccc(C(F)(F)F)c1	8%	-13%	7%
CC(C)(C)C(=O)Nc1ccc(-c2nnc3n2CCCCC3)cc1	16%	-8%	2%
CC(C)Cn1cnc2c1c(=O)n(CC(=O)NC(=O)NC(C)(C)C)c(=O)n2Cc1ccccc1	-1%	-7%	13%
CN(C)CCCNc1nc(N)c([N+](=O)[O-])c(NC2CCCCC2)n1	10%	-4%	3%
O=C(NCCc1ccccc1)c1ccc(NC(=O)c2cccnc2)cc1	9%	-8%	-6%
CCc1nnc(NC(=O)CSCc2cc(=O)n3cc(C)sc3n2)s1	-2%	-10%	9%
O=C1COc2ccc3ccccc3c21	8%	-7%	0%
COc1ccc(C(=O)N(C)Cc2ccc(C)o2)cc1OC1CCN(C(C)=O)CC1	29%	-6%	0%
COc1cc(NC(=O)C2CCC(CNS(=O)(=O)c3csc(C(N)=O)c3)CC2)cc(OC)c1 (configuration not stated)	4%	-7%	1%
CC(=O)Nc1cc2nc(C)n(Cc3ccc([N+](=O)[O-])cc3)c2nc1C	10%	-3%	12%
CCCn1cc(CN2CCCC(C(=O)c3ccc4c(c3)OCO4)C2)c(C)n1 (configuration not stated)	5%	-8%	15%
O=C(OCC(=O)N1CCOCC1)c1cccc(F)c1	9%	1%	-3%
CCc1nn(CC(=O)NCCCN(C)C2CCCCC2)c(=O)c2cc3occc3n12	8%	-1%	4%
O=C(Nc1ccc(Br)cc1)c1cccc(OC(=S)N2CCOCC2)c1	12%	-2%	0%
O=C(O)CN1C(=O)/C(=C\c2cc(Br)ccc2OCc2ccc(Cl)cc2)SC1=S	-13%	2%	15%
CCCOc1ccc(-c2nc3c(c(=O)[nH]c(=O)n3Cc3ccccc3)n2CCO)cc1OCC	15%	-6%	-2%
CC(=O)N1c2ccc(S(=O)(=O)N3CCC(C(=O)N4CCN(c5ccc(Cl)cc5)CC4)CC3)cc2CC1C (configuration not stated)	11%	-8%	-4%
Cc1ccc(C(=O)N/N=C/c2ccoc2)cc1C	14%	-6%	-6%
Cc1cccc(C(=O)NCC(=O)OCC(=O)c2ccc(Cl)s2)c1	12%	-6%	11%
Cc1ccc(S(=O)(=O)N2CCN(C(=O)CC(C)n3nc(C)c(Cl)c3C)CC2)cc1 (configuration not stated)	1%	-6%	3%
COc1ccc(C(=O)CN2CCN(c3ncccn3)CC2)cc1	0%	-7%	4%
CCCc1nnc(NC(=O)CC(C)c2ccccc2)s1 (configuration not stated)	1%	0%	2%
COc1ccc(CNC(=O)CCC(=O)c2ccc(C)cc2)cc1OC	2%	-11%	2%
CCOC(=O)c1c(-c2ccccc2)oc2ccc(OCC(N)=O)cc12	30%	-9%	7%
C[C@H](NC(=O)C1CC(=O)N(c2ccc3c(c2)OCCO3)C1)C(=O)N1CCCCC1 (some centres not stated)	5%	-7%	-7%
COc1ccc(Cl)cc1NC(=O)CCc1nnc2ccc(N3CCC4(CC3)OCCO4)nn12	3%	-8%	-1%
COc1ccccc1C(=O)N/C(=C\c1ccccc1)C(=O)NCc1ccco1	18%	-8%	-2%
Cc1ccc(NC(=O)CN2CCOCC2)c(Br)c1	10%	-15%	2%
Cc1cc(C(=O)Nc2ccc(Br)cc2)cs1	-6%	1%	3%
C/C(=N\NC(=O)c1ccc(Br)o1)c1cc2c(cc1NC(=O)CCC(=O)O)OCO2	10%	1%	5%
CC(Oc1ccc(F)cc1)C(=O)N1CCN(c2ncccn2)CC1 (configuration not stated)	6%	-6%	0%
CCOC(=O)c1ccccc1NC(=O)COC(=O)CC1CCCCC1	18%	-2%	-2%
CN(c1ccc(C(=O)NC2CCCC2)cc1)S(=O)(=O)c1ccc(Cl)cc1	-3%	-7%	12%
O=C(CCc1nnc2ccc(N3CCC4(CC3)OCCO4)nn12)Nc1ccc(F)cc1	2%	-7%	-2%
CSCCC(NC(=O)C1CCC(C)CC1)C(=O)Nc1ccc(NC(C)=O)cc1 (configuration not stated)	-8%	1%	-2%
Cc1ccc(S(=O)(=O)N2CCC(C(=O)NCCN3CCOCC3)CC2)cc1C	-10%	-7%	15%
COc1ccc(NC(=O)c2ccc3c(c2)OCCO3)cc1OC	15%	-4%	15%
C/C=C/c1ccc(OCC(=O)Nc2ccncc2)c(OC)c1	-2%	-5%	1%
Cc1cc(C(=O)Nc2ccccc2Cl)c2ccccc2n1	1%	-6%	-3%

(cont.)
SMILES	AID2073	LYP inhibition	SIAH1 antagonists
O=C(CSc1ccccc1C(=O)N1CCCCC1)NCC1CCCCC1	-4%	-6%	5%
COc1ccc(OC)c(CCNC(=O)Cc2ccc(NC3=NC4CS(=O)(=O)CC4S3)cc2)c1 (configuration not stated)	10%	-9%	-1%
CC(Oc1ccc2c(-c3ccccc3)cc(=O)oc2c1)C(=O)NCc1ccccn1 (configuration not stated)	10%	-9%	-1%
CCOC(=O)N1CCN(C(=O)c2ccc3ccccc3c2)CC1	7%	-3%	-2%
Cc1csc(NC(=O)CCC(=O)N(CC(=O)NC2CCCCC2)c2ccccc2)n1	-9%	-9%	3%
O=C(CCC(=O)N1CCSc2ccccc21)Nc1cccc(F)c1	17%	-3%	-4%
Cc1ccc(Nc2nc(N)c3ccccc3n2)cc1C	6%	-7%	-8%
O=C(OCc1cccc(F)c1)c1cc2ccccc2cc1O	-1%	-10%	7%
CCOc1ccccc1NC(=O)CCCCCN1C(=O)[C@@H]2Cc3ccccc3CN2C1=O	-1%	5%	0%
O=C(Nc1ccc(O)cc1)N1CCOCC1	-13%	-6%	-2%
COc1ccc(C2c3[nH]c4ccccc4c3C[C@H]3C(=O)N(c4ccccc4C(=O)N4CCC[C@H]4C(=O)O)C(=O)N23)cc1 (some centres not stated)	10%	-4%	-5%
Cc1ccc(O)c(CNc2nc3ccccc3n2C(C)C)c1	2%	2%	3%
CCC1CN(C(=O)N2CCC(C(=O)Nc3ccccc3OC)CC2)c2ccccc2O1 (configuration not stated)	2%	-7%	6%
COc1ccc(Oc2cn[nH]c2-c2ccc(OC)cc2O)cc1	14%	-2%	-7%
CCn1cc(CN2CCCC(C(=O)Nc3ccc(-c4cscn4)cc3)C2)cn1 (configuration not stated)	11%	-8%	13%
CCc1ccc(OC(=O)c2cccnc2)cc1	7%	0%	-5%

An excerpt from the list above, for reference:
SMILES	AID2073	LYP inhibition	SIAH1 antagonists
Cc1ccc(O)c(CNc2nc3ccccc3n2C(C)C)c1	2%	2%	3%
CCC1CN(C(=O)N2CCC(C(=O)Nc3ccccc3OC)CC2)c2ccccc2O1 (configuration not stated)	2%	-7%	6%
COc1ccc(Oc2cn[nH]c2-c2ccc(OC)cc2O)cc1	14%	-2%	-7%
CCn1cc(CN2CCCC(C(=O)Nc3ccc(-c4cscn4)cc3)C2)cn1 (configuration not stated)	11%	-8%	13%
CCc1ccc(OC(=O)c2cccnc2)cc1	7%	0%	-5%

Additional entries
SMILES	AID2073	LYP inhibition	SIAH1 antagonists
COc1ccc(CNc2ncc(-c3ccccc3)n2C)cc1	0%	-2%	6%
CCc1c(C2(O)CCCCC2)[nH]c2cc(C(F)(F)F)ccc12	13%	-6%	7%
COc1ccc(NC(=O)CSC2=NN3CCCC(=O)N=C3S2)c(OC)c1	8%	-10%	4%
Cc1cc(C(=O)NC(C)C2CC2)c(Cl)cc1Cl (configuration not stated)	14%	-5%	5%
Cc1ccc(S(=O)(=O)Nc2ccc(Cl)cn2)cc1C	22%	-8%	-2%
Cc1ccc2cc(CCNS(=O)(=O)c3ccc(Cl)cc3)c(=O)[nH]c2c1C	5%	-10%	2%
CCCN1CCN(CC(=O)Nc2nc3ccccc3s2)CC1	-9%	-7%	8%
Cc1oc(-c2cc(F)cc(F)c2)nc1CN1CCN(C(=O)c2ccco2)CC1	4%	-6%	2%
O=C1CSC(=S)N1c1cccc(O)c1	6%	-6%	2%
C/C(=N\N1CCN(c2ccccc2)CC1)c1ccccc1O	18%	-3%	4%
CC(=O)Nc1ccc(OCCOc2ccc(/C=C3\C(=N)N4N=C(C(C)C)SC4=NC3=O)cc2)cc1	26%	0%	-3%
Cc1cc(=O)n2nc(N3CCCC3C(=O)Nc3cccc(Cl)c3C)sc2n1 (configuration not stated)	6%	-7%	-9%
Cn1c(CNC(=O)c2ccc(Cl)cc2)nnc1SCC(=O)NC1=NCCS1	-8%	-7%	0%
CN1C(=O)/C(=C/c2ccc(OCc3ccc(F)cc3)cc2)NC1=S	5%	-7%	-4%
CCNc1c(NS(=O)(=O)c2ccc(F)c(Cl)c2)c(=O)oc2ccccc12	2%	-8%	9%
COc1ccc(CNC(=O)CC(C)c2ccccc2)cc1 (configuration not stated)	-9%	-5%	3%
CCOc1ccc(NS(=O)(=O)c2ccc(C(=O)NCCCN3CCOCC3)cc2)cc1	16%	-7%	-7%
O=C(Nc1ccc(-n2cnnn2)cc1)C1CCCN1C(=O)Nc1ccc(Br)cc1 (configuration not stated)	-2%	-9%	-3%
CC(=O)c1ccc(NC(=O)CSc2nc(N3CCOCC3)nc(N3CCOCC3)n2)cc1	-22%	0%	-4%
Cc1ccc(N(C(=O)c2snc(C(N)=O)c2N)C(C(=O)NCC2CCCO2)c2ccc3ncccc3c2)cc1 (configuration not stated)	4%	-14%	-2%
Cc1ccc(N(CC(O)CN2CCOCC2)S(=O)(=O)c2ccc([N+](=O)[O-])cc2)cc1 (configuration not stated)	1%	-12%	-3%
CCn1cc(S(=O)(=O)c2ccc(C)cc2)c(=O)c2cc(OC)ccc21	5%	-14%	-5%
O=Cc1ccc(C(=O)OCC(=O)N2CCCC2)cc1	-3%	-5%	0%
Cc1[nH]c2ccccc2c1C(=O)C(=O)N1c2ccccc2CC1C (configuration not stated)	6%	-7%	1%
CC1CCN(S(=O)(=O)c2cccc(C(=O)N(C)C3(C)CCS(=O)(=O)C3)c2)CC1 (configuration not stated)	2%	-8%	-5%
CCOc1ccc(C2=CSC3=NCCN23)cc1Cl	-16%	-9%	-6%
O=C(NC1CCN(Cc2ccccc2)CC1)c1c(Cl)cccc1Cl	10%	-9%	2%
Cc1ccc(CN2CCSc3ccc(C(=O)N4CCOCC4)cc32)cc1	24%	-10%	1%
O=C(/C=C/c1ccccc1)Nc1cccnc1Cl	14%	-3%	2%
O=C(Nc1cccc2cccnc12)c1ccc(Cl)cc1Cl	12%	0%	0%
COc1ccc(OC)c(S(=O)(=O)NCc2nc3nc(C)cc(C)n3n2)c1	5%	-10%	2%
Cc1ccc(NS(=O)(=O)c2cc(Br)cnc2N)cc1C	7%	-8%	-2%
COc1ccc(C(=O)CSc2cc(C)[nH]c(=O)n2)cc1	9%	-8%	-4%
O=C(Cc1cccc(F)c1F)NC1CCCN(Cc2ccc(Cl)cc2)C1 (configuration not stated)	-1%	-8%	7%
